# Assay outcomes as filed in PubChem.
# Apaf1 inhib – human Apaf-1 inhibition; O14727; reconstituted apoptosome caspase-3 activity, DEVD-Rh110 fluorescence; inhibition, % at 20 µM; 0.71% of 330,000 active; AID 489030; active = inhibition of at least 40% at 20 µM;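 note: plate controls were DMSO wells for no effect and DEVD-CHO caspase inhibitor wells for full effect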
#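 System: reconstituted apoptosome with Apaf-1, cytochrome c, caspase-9, procaspase-3, dATP; Signal: Rh110 fluorescence intensity; Schedule: 30 min compound preincubation, 50 min activation, room temperature; Reagent: cytochrome c trigger plus (Z-DEVD)2-Rh110 caspase-3 substrate.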
# hIAP block – human IAP inhibition. P09923. purified IAP, CDP-Star luminescence, 30 min. inhibition, % at 10 µM. 0.12% of 330,000 active. AID 2544;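 active = inhibition reaching a set limit with compound at 10 µM in the primary screen, cut at about 35% in these data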;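 note: plate controls were DMSO wells with enzyme for no effect and no-enzyme buffer wells for full effect; values of inactives mirror those of a sister screen read the other way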
# Target sequence (P09923 whole entry, looked up): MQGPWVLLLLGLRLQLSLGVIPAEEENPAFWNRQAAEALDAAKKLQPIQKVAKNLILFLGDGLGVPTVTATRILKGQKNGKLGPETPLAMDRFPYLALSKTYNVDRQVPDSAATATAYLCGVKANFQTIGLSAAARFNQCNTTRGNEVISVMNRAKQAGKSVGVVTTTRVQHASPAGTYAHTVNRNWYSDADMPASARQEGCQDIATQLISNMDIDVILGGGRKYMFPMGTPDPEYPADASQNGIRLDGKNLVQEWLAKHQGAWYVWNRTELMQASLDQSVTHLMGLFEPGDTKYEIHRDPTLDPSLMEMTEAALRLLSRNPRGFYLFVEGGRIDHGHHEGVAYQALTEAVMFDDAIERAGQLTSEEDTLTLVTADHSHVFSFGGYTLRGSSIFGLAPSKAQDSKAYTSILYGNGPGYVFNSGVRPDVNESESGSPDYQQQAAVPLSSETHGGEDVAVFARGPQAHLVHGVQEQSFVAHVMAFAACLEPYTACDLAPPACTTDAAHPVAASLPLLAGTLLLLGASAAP
# TIM10 inh – inhibits growth of TIM10 yeast strain. S. cerevisiae TIM10 strain growth, BacTiter-Glo luminescence, 24 h. inhibition, % at 10 µM. 1.4% of 330,000 active. AID 463195;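 active = inhibition of 40% or more at the single tested concentration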;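 note: wild-type TIM10 isogenic control strain grown at permissive 25 °C; 0% = DMSO yeast wells and 100% = minimal medium wells without yeast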
# hIAP activ – human IAP activation | P09923 | purified human IAP, CDP-Star luminescence, 30 min; hits give high values; 1 = vehicle-only enzyme, 0 = enzyme-free background | activation factor at 10 µM | 0.16% of 330,000 active;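 active = activation factor of the enzyme at least 2-fold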; note: the source names both 10 and 20 µM as test concentration; values of inactives mirror those of a sister screen read the other way
# ATG4B inhibitor – inhibitors of human ATG4B cysteine protease; ATG4B cleavage of LC3-PLA2, NBD-HPC fluorescence, 1 h; inhibition, % at 8.33 µM; 0.51% of 340,000 active; in the data active = inhibition above about 40%
# Target sequence (Q9Y4P1 whole entry, looked up): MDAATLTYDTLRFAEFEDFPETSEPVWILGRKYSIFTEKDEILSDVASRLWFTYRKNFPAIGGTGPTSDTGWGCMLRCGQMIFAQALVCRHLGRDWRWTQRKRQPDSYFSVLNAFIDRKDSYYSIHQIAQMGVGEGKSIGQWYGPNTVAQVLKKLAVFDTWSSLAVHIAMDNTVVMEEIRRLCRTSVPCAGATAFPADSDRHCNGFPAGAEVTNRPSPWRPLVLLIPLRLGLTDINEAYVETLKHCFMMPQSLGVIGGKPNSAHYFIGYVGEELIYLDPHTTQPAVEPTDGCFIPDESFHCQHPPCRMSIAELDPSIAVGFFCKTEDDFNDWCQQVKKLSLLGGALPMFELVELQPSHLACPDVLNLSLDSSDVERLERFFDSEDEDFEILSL
# mIAP activ – mouse IAP activation; muIAP, CDP-Star luminescence, 30 min; hits give high values; 1 = vehicle-only enzyme signal, 0 = enzyme-free wells; 0.24% of 330,000 active; activation factor at 10 µM;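 active = activation factor of at least 2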; note: the source names both 10 and 20 µM as test concentration; values of inactives mirror those of a sister screen read the other way
#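 also added = chemiluminescent substrate CDP-Star | test system = mouse IAP enzyme | signal = chemiluminescence readout | compound = DMSO-dissolved test compounds | incubation = 30 min at room temperature | benchmarks = DMSO wells, no-enzyme wells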
# tim10-1 inh – growth inhibitors of tim10-1 mutant yeast. S. cerevisiae tim10-1 ts strain growth, BacTiter-Glo, 24 h. inhibition, % at 20 µM. 2.2% of 330,000 active;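 active = inhibition of at least 40%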;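 note: mutant grown at 25 °C; 0% = DMSO wells with yeast and 100% = wells holding no yeast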
# mIAP block – blocks mouse intestinal alkaline phosphatase; inhibition, % at 10 µM; 0.2% of 330,000 active; purified mouse IAP, CDP-Star luminescence, 30 min;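 active = inhibition of at least 40% at 10 µM in the primary screen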;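 note: plate controls were DMSO with enzyme for no effect and no enzyme wells for full effect; values of inactives mirror those of a sister screen read the other way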
# NALP3 yeast inh – blocks the NALP3 inflammasome reconstituted in yeast; Yeast reconstituted NLRP3/ASC/caspase-1, beta-gal luminescence, 24 h; inhibition, % at 10 µM; 0.39% of 330,000 active; AID 2825;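 active = inhibition of 50% or more; inactive = inhibition below 50%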;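 note: plate controls were induced DMSO wells for no effect and uninduced yeast grown without galactose for full effect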
# An asterisk follows results filed as active.
Molecule,Apaf1 inhib,hIAP block,TIM10 inh,hIAP activ,ATG4B inhibitor,mIAP activ,tim10-1 inh,mIAP block,NALP3 yeast inh
CC(=O)c1cc2c(=O)c3ccccc3oc2nc1C,1,-1,1,1,-5,0.95,18,5,12
CN(CC(=O)Nc1n[nH]c(=S)s1)S(=O)(=O)c1cccc2cccnc12,0,9,8,0.91,5,0.94,-9,6,12
O=C(COC(=O)C1CC1)Nc1ncc(Cl)cc1Cl,6,-4,-3,1,-1,1,-1,-1,18
Cc1nn(C)c(C)c1NS(=O)(=O)c1ccc(OC(F)(F)F)cc1,0,10,7,0.9,-4,1,-1,-4,3
Cc1cc(C)c(C)c(S(=O)(=O)N2CCN(c3ncnc4ccccc34)CC2)c1C,21,-18,17,1.2,-5,0.88,12,12,28
O=C(NCc1ccccc1)c1c(Cl)nc(Cl)c(Cl)c1Cl,2,5,19,0.95,3,0.96,17,4,-40
COc1ccc(N2C(=O)CC(Sc3nnnn3-c3ccc(F)cc3)C2=O)cc1 (centres undefined),-9,5,32,0.95,1,1,35,-3,13
COc1ccccc1-n1c(C)nnc1SCC(=O)NCc1ccccc1,-9,7,0,0.93,-3,0.95,-4,5,17
CCn1c(SCC(=O)Nc2nccs2)nnc1-c1ccc(S(=O)(=O)N2CCCCCC2)cc1,21,-15,22,1.1,-11,0.97,11,3,-1
COc1cc(NC(=O)c2cccc(F)c2)ccc1NC(=O)c1cc2ccccc2o1,-4,-4,5,1,6,0.97,-16,2,-5
COc1ccc(-c2csc(NC(=O)C3=NN(c4ccccc4)C(=O)CC3)n2)cc1,10,11,17,0.89,-7,0.92,16,8,-21
CCN(CC)S(=O)(=O)c1cc(NC(=O)c2cc(-c3ccccn3)nc3ccccc23)ccc1C,9,-2,12,1,-22,0.92,23,8,18
Cc1cc(Nc2ccc(C(=O)N3CCCCC3)cc2)c2cccc(C)c2n1,2,4,8,0.96,5,0.99,2,1,-1
COc1ccc(NC(=O)c2ccco2)cc1S(=O)(=O)N1CCOCC1,-2,-9,10,1.1,1,0.95,6,5,-8
CCOC(=O)C1=C(C)NC2=C(C(=O)CC(C)(C)C2)C1c1ccc2c(c1)CCCN2C (centres undefined),11,6,9,0.94,-2,0.97,15,2,8
Cc1ccc(S(=O)(=O)N2CCN(Cc3nc4ccccc4[nH]3)CC2)cc1C,-8,-6,17,1.1,-9,1,0,-2,5
Cc1ccc2[nH]c(=O)c(COC(=O)c3ccccn3)cc2c1,-5,9,-10,0.91,3,0.99,-28,1,-2
Cc1ccc(C)c(NC(=O)CN(C)C(=O)c2cccc(S(=O)(=O)N(C)C)c2)c1,-3,-14,-15,1.1,-8,1,-5,0,4
O=C(Cc1ccccc1)Nc1nc(=O)c2ccccc2s1,2,-24,9,1.2,6,1.1,4,-6,12
CCCC(C(=O)NC1CCCC1)N(CCCN1CCOCC1)C(=O)c1snc(C(N)=O)c1N (centres undefined),5,7,-12,0.93,-7,0.95,10,5,8
O=C(CCn1nnc2ccccc2c1=O)N[C@@H](Cc1ccccc1)C(=O)O,5,-6,6,1.1,-5,0.94,13,6,-3
Cc1ccc(C(=O)Nc2ccc3c(c2)nc2n3CCSC2)cc1,-9,-8,63*,1.1,-10,1,26,-3,19
O=C(O)CCn1cc(-c2ccc(Cl)cc2)nc1-c1ccc(Cl)nc1,-4,-3,5,1,8,0.95,-1,5,-4
Cc1cccc(NC(=O)NCc2ccc3c(c2)OCO3)c1C,-9,-4,13,1,-1,1.1,2,-6,14
Cc1ccc(NS(=O)(=O)c2cc(C(=O)Nc3cccc(N(C)S(C)(=O)=O)c3)ccc2C)c(C)c1,4,4,7,0.96,-34,1,0,-1,-2
COc1cccc(NC(=O)N2CCCC2C(=O)NC23CC4CC(CC(C4)C2)C3)c1 (centres undefined),3,0,-4,1,4,0.99,9,0,11
COC(=O)c1ccccc1NC(=O)c1cn(-c2ccc(C)c(C)c2)c(=O)c2ccccc12,11,15,18,0.85,-1,0.99,20,1,10
O=C(O)C1Nc2ccc(C(F)(F)F)cc2C2OCCC12 (centres undefined),0,-8,11,1.1,-3,0.92,4,8,8
COc1ccc(N(CC(=O)N2CCc3ccccc3C2)S(=O)(=O)c2c(C)[nH]c(=O)[nH]c2=O)cc1,6,8,2,0.92,-13,0.82,8,18,-1
CCOc1cc(N2CCOCC2)c(OCC)cc1NC1=NCCCCC1,11,-6,5,1.1,2,0.92,6,8,0
Cc1ccc(C)c(N2CC(C(=O)Nc3cc(C)on3)CC2=O)c1 (centres undefined),-1,-10,-14,1.1,-2,1.1,-6,-11,-1
Cc1ccc2nc(C)cc(Cl)c2c1,-4,-5,-5,1.1,-5,0.97,-7,3,14
O=C(Nc1ccc2oc(-c3cccc(F)c3)nc2c1)c1ccccc1F,-5,-15,22,1.2,2,0.99,-6,0,-1
CCOC(=O)Cc1c(C)nc(-c2ccccc2)[nH]c1=O,-3,9,9,0.91,-1,1,8,-4,9
O=C(c1ccco1)N1CCN(Cc2nnnn2CC2CCCO2)CC1 (centres undefined),-13,-6,2,1.1,0,0.92,8,8,7
N#Cc1c(NC(=O)c2ccccc2)sc2c1CCC2,10,-12,-2,1.1,1,0.99,16,1,46
CC(C)(C)NC(=O)C(c1ccc(Cl)cc1)N(CCO)C(=O)c1snc(C(N)=O)c1N (centres undefined),1,-10,-8,1.1,-4,1,-13,-4,13
Fc1ccc2nc(Nc3ccccc3)sc2c1,9,8,43*,0.92,0,1,30,-5,20
COc1ccccc1CCn1cnc2c3cc(C)ccc3n(C)c2c1=O,25,18,36,0.82,-16,0.93,31,7,-6
CCc1ccc(NC(=O)CN(C(=O)N2CCN(CC)CC2)S(=O)(=O)c2ccc(C)cc2)cc1,12,6,0,0.94,-4,1,-7,0,5
CC(C)C(OC(=O)c1ccco1)C(=O)NCc1cccs1 (centres undefined),5,-2,-8,1,2,1.1,25,-5,12
CCOC(=O)C(C(=O)OCC)C(C)(C)/C(C)=N\Nc1ccc([N+](=O)[O-])cc1[N+](=O)[O-],16,10,6,0.9,4,0.96,8,4,11
c1cnc2ccc(C(c3nnnn3C3CCCC3)N3CCN(c4nc5ccccc5s4)CC3)cc2c1 (centres undefined),18,13,8,0.87,4,0.91,26,9,4
Cc1cc(NS(=O)(=O)c2ccc(Nc3nc(-c4ccc(O)cc4)cs3)cc2)no1,6,-7,-2,1.1,-8,0.94,17,6,1
COc1ccc(NC(=O)CN2C(=O)C(C)SC(C)C2=O)cc1 (centres undefined),-5,-14,-1,1.1,-7,1.1,20,-6,-14

# Arranged by value in mIAP activ (largest number first): some entries from above
Structure	mIAP activ
Cc1ccc(C)c(N2CC(C(=O)Nc3cc(C)on3)CC2=O)c1 (centres undefined)	1.1
CCc1ccc(NC(=O)CN(C(=O)N2CCN(CC)CC2)S(=O)(=O)c2ccc(C)cc2)cc1	1
O=C(Nc1ccc2oc(-c3cccc(F)c3)nc2c1)c1ccccc1F	0.99
Cc1ccc2nc(C)cc(Cl)c2c1	0.97

# Further structures.
Molecule,Apaf1 inhib,hIAP block,TIM10 inh,hIAP activ,ATG4B inhibitor,mIAP activ,tim10-1 inh,mIAP block,NALP3 yeast inh
O=C(NCC1CCCO1)C(=O)N/N=C/c1ccc(OCc2ccccc2Cl)cc1 (centres undefined),4,14,4,0.86,1,0.92,0,8,8
Cc1ccc(NC(=O)CN2C(=O)NC3(CCCCCCC3)C2=O)cc1C,17,2,5,0.98,-11,1.2,10,-24,3
COC(=O)C1=C(C)NC(=O)NC1c1cc(Cl)ccc1OC (centres undefined),5,-16,-18,1.2,-5,1,0,-4,-2
Cc1ccc(Cn2cccc2/C=N/NC(=S)Nc2ccc(C)cc2)cc1,0,-12,0,1.1,-2,0.91,8,10,8
O=C(Nc1ccc(F)cc1)c1sccc1SCc1cccc(C(F)(F)F)c1,12,19,7,0.81,2,0.95,6,5,-3
COCCn1c(-c2ccccc2Cl)nc2c(c(=O)c3ccccc3n2C)c1=O,16,1,17,0.99,-8,1,16,-2,10
Cc1cccc(CC2CC(=O)N(c3ncccn3)C2=O)c1 (centres undefined),-6,-12,-6,1.1,-3,1,14,-1,8
CCOC(=O)Cn1c(-c2ccc(Cl)nc2)nc2ccccc21,-14,9,1,0.91,17,0.91,8,9,7
O=C(CCCN1C(=O)/C(=C/c2ccc(F)cc2)SC1=S)NCCCn1ccnc1,5,-18,13,1.2,-6,0.9,33,10,19
CN(C)CCCNC(=O)/C=C/c1ccc(OCc2c(F)cccc2Cl)cc1,10,7,-11,0.93,2,1.1,-11,-6,21
CCc1ccccc1NC(=O)C1CCN(S(=O)(=O)c2ccc3c(c2)N(C(C)=O)CCO3)CC1,-6,-31,-10,1.3,6,0.98,9,2,7
COc1ccc(CC(=O)NNC(=O)c2ccc(NC(C)=O)cc2)cc1,3,-9,2,1.1,3,0.92,10,8,18
COc1ccc(NC(=O)CN(C)CC(=O)NC2CCC(C)CC2)cc1 (centres undefined),-1,-22,9,1.2,3,1.2,13,-21,1
CCOC(=O)c1sc(NC(=O)CSc2nnnn2-c2ccc(C)cc2C)nc1C,10,18,-19,0.82,-5,0.94,-42,6,17
O=C(CSc1n[nH]c(-c2cccs2)n1)N1CCN(S(=O)(=O)c2ccccc2)CC1,5,-3,-14,1,-11,1,16,0,1
COc1cccc(/C=C(/C(=O)OCC(=O)NC2CCCCCCC2)c2ccccc2)c1,5,-15,16,1.2,16,0.97,22,3,13
Cc1ccc(CNC(=O)COC(=O)c2ccc(Br)o2)cc1,10,6,17,0.94,-2,0.94,13,6,26
O=C(Nc1cnn(Cc2ccccc2)c1)c1nc2ncccn2n1,-9,7,-3,0.93,0,1,-5,-3,3
CCOc1ccccc1NC(=O)CCCN1C(=S)NC(C)(C)CC1C (centres undefined),-4,19,14,0.81,1,1.1,20,-11,13
COc1ccc2cc(C#N)c(SCC(=O)NNC(=O)Cc3ccccc3)nc2c1,-5,-9,-11,1.1,2,0.95,17,5,10
CC1(C)Nc2ccccc2C(=O)N1NS(=O)(=O)c1ccccc1,3,10,3,0.9,-3,0.98,8,2,13
CC1Oc2ccccc2N(CC(=O)Nc2ccccc2F)C1=O (centres undefined),4,11,13,0.89,-7,0.92,-3,8,9
COc1cc(OC)cc(C(=O)NCc2ccc3[nH]c(C)cc3c2)c1,-9,14,1,0.86,-9,1,5,-3,15
C=CCn1c(=O)/c(=C\c2ccccn2)s/c1=C(/C#N)C(=O)NCC1CCCO1 (centres undefined),11,8,-2,0.92,-7,0.93,1,7,5
CCn1c(C(=O)N2CCc3ccccc3C2)cc2sccc21,18,18,9,0.82,27,0.84,35,16,24
CCCNC(=O)NC(=O)COC(=O)CC(NC(N)=O)c1ccc(Cl)cc1 (centres undefined),-1,-16,10,1.2,-4,0.92,10,8,8
O=C(CCC1CCCN(C(=O)c2cccnc2)C1)NCc1ccccc1F (centres undefined),4,23,-3,0.77,3,1,-3,-4,7
